Compound activity as filed in PubChem BioAssay.
STAT1 activator: STAT1 signaling activators, primary screen, cell-based, HTS, luciferase reporter; NIH 3T3 STAT1-luciferase reporter, IFN-gamma, luminescence; 100% = IFN-gamma alone, no compound; activation (% of control), % at 5.5 µM; 2.6% of 200,000 active; AID 932, 2007;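 active means activation above the screen-wide mean activation plus 3 SD, cut at about 130% in these data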;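 further: raw ratio to IFN-gamma control signal so 100% means no change and 0% no light; values of inactives mirror those of a sister screen read the other way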
STAT1 inh: STAT1 signaling inhibitors, primary screen, cell-based, HTS, luciferase reporter; 0.35% of 200,000 active; NIH 3T3 STAT1-luciferase reporter, IFN-gamma, luminescence; inhibition, % at 5.5 µM;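 active means inhibition above a set limit, the mean inhibition across all tested compounds plus 3 SD, cut at about 34% in these data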;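 further: 0% = IFN-gamma with DMSO and 100% = IFN-gamma with 300 µM nifuroxazide; values of inactives mirror those of a sister screen read the other way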
APP 5UTR inh: inhibitors of APP translation via 5'UTR reporter, primary screen, APP 5'UTR luciferase, SH-SY5Y cells | SH-SY5Y APP 5'UTR-luciferase reporter, luminescence | inhibition, % at 2 µM | 0.82% of 190,000 active | AID 1285, 2008;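 active means inhibition above a set limit, derived from the sample mean plus 3 SD, cut at about 45% in these data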; further: values of inactives mirror those of a sister screen read the other way
Diaph act CS: compounds boosting diaphorase resazurin reduction – biochemical, uHTS, resorufin fluorescence, counter-screen for diaphorase-coupled primary assays, primary screen; Diaphorase/resazurin coupled assay, 16 min; active compounds read high; 1 = vehicle wells, 0 = NADH-free wells; activation factor at 20 µM; 0.005% of 190,000 active;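 active means diaphorase activity raised at least twofold by the compound at 20 µM; inactive means activation factor below 2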
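Assay system: bacterial diaphorase enzyme (C. kluyveri) / Input: enzyme 0.07 U/mL final / Medium: 50 mM HEPES pH 7.4 with 4.542 mM MgCl2, 0.005% Tween 20 / Doses: single compound dose of 20 µM, 1% DMSO final / Incubation: 16 min enzyme reaction, ambient temperature / Signal: fluorescence, excitation 544 nm and emission 590 nm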
Hsp70 activator: Hsp70 transcriptional activators, primary screen, cell-based, HeLa, Hsp70 promoter luciferase, luminescence, 10 µM; HeLa Hsp70 promoter luciferase reporter; scaled: vehicle 0, proteasome-inhibitor control 100%; activation, % at 10 µM; 0.04% of 200,000 active; AID 1203, 2008;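 active means activation above the mean across all tested compounds plus 3 SD, cutoff set per campaign, cut at about 5.5% in these data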;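 further: 100% = MG132 at 30 µM as the positive control and 0% = DMSO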
STAT3 blocker: IL-6 driven STAT3 reporter inhibitors, primary screen, U3A cells, luciferase, luminescence, MLSCN library; IL-6 STAT3-luciferase reporter; host cell line lacks STAT1; inhibition, % at 5.5 µM; 0.89% of 190,000 active; AID 862, 2007;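 active means inhibition above the mean inhibition across all screened compounds plus 3 SD, cut at about 44% in these data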;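 further: 0% = DMSO only wells and 100% = 100 µM nifuroxazide control wells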
STAT3 activator: IL-6 driven STAT3 reporter potentiators, primary screen, U3A cells, luciferase, luminescence, MLSCN library; IL-6 STAT3-luciferase reporter; 100% = signal with IL-6 EC80 alone; 0.91% of 190,000 active; activation (% of control), % at 5.6 µM;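 active means activation above the screen-wide mean of compound activation plus 3 SD, cut at about 130% in these data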;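 further: 0% = background luminescence of wells with medium and substrate only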
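Assay system – human STAT1-deficient U3A cells with stable STAT3-luciferase reporter · Also added – IL-6 (33 ng/mL) · Schedule – compound 1 h, then IL-6 6 h at 37 °C · Technique – reporter luminescence signal · Evaluation – % activation versus median of IL-6-stimulated wells · Benchmarks – IL-6-only wells as 100% reference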
G6PDH counter: L. mesenteroides G6PDH inhibitors, counter-screen for G6PDH-coupled screening assays, biochemical, Leuconostoc mesenteroides enzyme; glucose-6-phosphate dehydrogenase [Leuconostoc mesenteroides]; Purified L. mesenteroides G6PDH, diaphorase/resazurin coupled fluorescence, 45 min; inhibition, % at 5 µM; 0.12% of 200,000 active; AID 1020, 2008; in the data active means inhibition above about 50%
TLR4 MyD88 comp: inhibitors of TLR4-MyD88 association in cells, primary screen, cell-based, HeLa CL3-4, BLA complementation, FRET ratio | Toll-like receptor 4 (Homo sapiens) + Myeloid differentiation primary response protein … | HeLa CL3-4 TLR4/MyD88 BLA complementation | inhibition, % at 8.4 µM | 0.18% of 200,000 active; in the data active means inhibition above about 25%;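 further: 0% = vehicle and 100% = reference inhibitor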
Target sequence (O00206 whole entry, looked up): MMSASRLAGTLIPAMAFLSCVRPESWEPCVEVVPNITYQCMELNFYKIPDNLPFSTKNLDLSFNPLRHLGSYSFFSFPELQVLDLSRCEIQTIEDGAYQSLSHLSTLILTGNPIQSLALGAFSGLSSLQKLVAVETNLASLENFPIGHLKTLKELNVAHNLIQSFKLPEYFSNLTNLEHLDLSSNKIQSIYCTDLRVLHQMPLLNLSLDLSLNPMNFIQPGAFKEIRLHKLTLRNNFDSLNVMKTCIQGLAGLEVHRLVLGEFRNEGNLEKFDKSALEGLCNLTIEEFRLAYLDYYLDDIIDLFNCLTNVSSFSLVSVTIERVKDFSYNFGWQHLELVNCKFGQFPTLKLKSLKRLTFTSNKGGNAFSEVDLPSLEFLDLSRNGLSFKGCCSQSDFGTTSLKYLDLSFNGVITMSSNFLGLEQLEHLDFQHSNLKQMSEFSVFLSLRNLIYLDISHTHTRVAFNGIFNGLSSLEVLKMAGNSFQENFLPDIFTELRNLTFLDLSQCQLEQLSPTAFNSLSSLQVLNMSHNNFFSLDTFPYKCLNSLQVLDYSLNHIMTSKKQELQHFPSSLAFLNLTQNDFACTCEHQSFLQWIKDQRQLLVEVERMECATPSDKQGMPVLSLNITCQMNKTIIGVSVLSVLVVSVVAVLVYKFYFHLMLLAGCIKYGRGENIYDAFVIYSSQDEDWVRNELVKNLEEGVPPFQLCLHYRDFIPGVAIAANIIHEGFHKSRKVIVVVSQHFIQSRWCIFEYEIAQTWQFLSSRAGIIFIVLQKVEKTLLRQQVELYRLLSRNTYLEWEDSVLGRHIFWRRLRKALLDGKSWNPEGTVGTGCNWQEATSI
Target sequence (Q99836 whole entry, looked up): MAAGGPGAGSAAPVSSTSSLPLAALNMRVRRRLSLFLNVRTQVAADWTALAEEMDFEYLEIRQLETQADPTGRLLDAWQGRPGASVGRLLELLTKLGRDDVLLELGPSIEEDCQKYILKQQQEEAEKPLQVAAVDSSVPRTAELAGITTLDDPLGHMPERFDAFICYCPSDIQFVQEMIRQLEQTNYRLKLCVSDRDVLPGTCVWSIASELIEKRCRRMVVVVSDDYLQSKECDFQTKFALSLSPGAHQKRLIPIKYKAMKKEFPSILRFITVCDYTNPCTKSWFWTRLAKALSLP
Diaphorase inh: diaphorase inhibitors and chemical oxidizers, primary screen, counter-screen for diaphorase-coupled primary assays, biochemical, uHTS, resorufin fluorescence. inhibition, % at 20 µM. diaphorase resazurin-to-resorufin fluorescence, NADH, 16 min; bacterial (C. kluyveri) enzyme, not human. 0.69% of 190,000 active;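 active means primary screen inhibition at 20 µM above a set limit, cut at about 50% in these data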;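 further: plate controls were DMSO with full reaction for no effect and wells lacking NADH for full effect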
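Benchmarks: positive control wells lacking NADH, neutral wells with DMSO only. System: bacterial diaphorase enzyme (C. kluyveri). Input: 0.14 U/mL diaphorase, enzyme working solution. Detection: resorufin fluorescence, excitation 544 nm, emission 590 nm. Times: 16-min room-temperature incubation before reading.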
* = called active by the depositor; / = no result given.

SMILES | STAT1 activator | STAT1 inh | APP 5UTR inh | Diaph act CS | Hsp70 activator | STAT3 blocker | STAT3 activator | G6PDH counter | TLR4 MyD88 comp | Diaphorase inh
C=CCn1c(SCC(=O)Nc2cc(C)on2)nc2sc(C)c(C)c2c1=O | 92 | 7 | 14 | 1 | -0.2 | -1 | 101 | 14 | -9 | 4
CCOC(=O)c1cc(-c2cccs2)nc2c1c(C)nn2-c1ccccn1 | 95 | 4 | -1 | 0.9 | 0.3 | 27 | 79 | 0 | 1 | 14
CCCc1cc(=O)[nH]c(SCC(=O)N2CCN(S(=O)(=O)c3ccc(C)cc3)C2)n1 | 99 | 2 | -3 | 0.9 | -0.1 | 16 | 94 | 0 | -8 | 8
Cc1cc(C)nc(N/C(=N\S(=O)(=O)Cc2ccccc2)Nc2ccccc2Br)n1 | 95 | 7 | 0 | 0.9 | -0.3 | 0 | 98 | -3 | 8 | 7
CC(=O)Nc1ccc(S(=O)(=O)n2cnc3ccccc32)cc1 | 96 | 5 | 1 | 0.9 | 0.4 | -4 | 110 | 4 | -6 | 13
Cc1cccc(NC(=O)CSc2nc(COc3ccccc3)nc3ccccc23)c1C | 98 | 2 | 0 | 1 | -0.1 | 16 | 90 | 10 | -10 | 0
Cc1ccc(NC(=O)CSc2n[nH]c(C)c2[N+](=O)[O-])cc1C | 96 | 4 | 2 | 1 | 0.9 | 0 | 102 | -1 | -16 | -2
CCOC(=O)Cn1nnnc1CN(Cc1ccc(OC)cc1)Cc1cc2cc(CC)ccc2[nH]c1=O | 99 | 1 | -2 | 0.8 | -0.4 | 0 | 103 | 6 | -8 | 19
CN1CCCC(OC(=O)c2cc(Cl)cc(Cl)c2)C1 (configuration not stated) | 101 | -1 | 10 | 1 | -0.3 | 0 | 101 | 11 | -14 | -3
COCCNc1nnc(SCC(=O)c2ccc3c(c2)OCO3)s1 | 101 | -1 | 5 | 1.1 | 0.1 | 9 | 97 | 11 | -8 | -8
CCOc1ccc(C(=O)NCc2cccs2)cc1 | 100 | -5 | -32 | 0.9 | -0.1 | -14 | 114 | -12 | -5 | 11
CC1CN(C(=O)c2cccs2)CC(C)O1 (configuration not stated) | 101 | -1 | -2 | 0.9 | 0.2 | 4 | 105 | 4 | -6 | 6
Cc1ccc(NS(=O)(=O)c2cccc(C(=O)Nc3cc(C)on3)c2)cc1 | 97 | 3 | 6 | 0.9 | -0.7 | 8 | 97 | 13 | -1 | 8
COc1ccc(S(=O)(=O)Nc2ccc3oc(C)c(C(=O)O)c3c2)cc1 | 101 | -1 | 0 | 0.9 | -0.3 | 14 | 93 | -2 | -9 | 8
COc1cccc(C(=O)c2c(C)c(CCC#N)n3ccccc23)c1OC | 101 | -1 | -22 | 0.9 | -0.2 | 0 | 100 | 17 | -5 | 11
Cc1c(C(=O)NCCc2ccc3c(c2)OCCO3)oc2ccccc12 | 98 | 2 | 1 | 0.8 | 1.5 | 6 | 100 | 9 | 7 | 19
CCS(=O)(=O)Nc1ccc(C2=NN(C(C)=O)C(c3cccs3)C2)cc1 (configuration not stated) | 110 | -12 | -7 | 0.8 | -0.5 | 7 | 97 | 1 | 3 | 21
C#CCOCCOCCOCCNc1nc(N2CCN(C(=O)[C@H](C(C)C)n3cc(CCO)nn3)CC2)nc(N2CCN(C(=O)[C@H]([C@@H](C)CC)n3cc(CCCN=C(N)N)nn3)CC2)n1 | 100 | -1 | 14 | 1.1 | -0.3 | -4 | 101 | 14 | -13 | -10
CCCCOC(C)n1cc(F)c(=O)[nH]c1=O (configuration not stated) | 103 | -3 | -13 | 0.9 | -0.4 | -11 | 107 | -1 | -16 | 13
COc1c(C)cccc1C(=O)Nc1cc(Cl)ccc1N1CCOCC1 | 97 | 4 | -21 | 0.9 | -0.3 | 5 | 100 | -3 | -2 | 12
CCN(CC)C(=O)c1ccccc1NC(=O)c1ccccc1 | 106 | -7 | 3 | 0.9 | -0.1 | 2 | 105 | 4 | -5 | 8
O=C(CSc1cccc[n+]1[O-])c1ccc(Cl)cc1 | 104 | -5 | -9 | 1 | -0.2 | 6 | 97 | 5 | -2 | 4
O=C(CCN1C(=O)C2C3C=CC(C3)C2C1=O)Nc1c(F)cc(F)cc1Br (configuration not stated) | 95 | 5 | -11 | 0.9 | -0.1 | 7 | 98 | 6 | 4 | 10
Cc1cc(C(=O)NC(C)C2CCCO2)no1 (configuration not stated) | 88 | 10 | 12 | 1.1 | -0.1 | 8 | 97 | 7 | -20 | -6
CCN(CC)C(=O)Cn1cnc2ccccc2c1=O | 97 | 2 | 12 | 1 | -0.4 | 1 | 101 | 3 | -4 | 1
O=C(CCNC(=O)c1ccccc1Cl)Nc1nc2ccccc2s1 | 127 | -31 | -44 | 1 | 0.0 | -34 | 131 | -3 | 8 | 5
Cc1cccc(NC2=Nc3ccccc3N3C2=Nc2c(c(C)nn2-c2ccccc2)C3c2ccc(O)c(O)c2)c1 (configuration not stated) | 101 | -1 | 10 | 0.7 | -0.2 | -6 | 107 | -5 | 62* | 27
CCC1(C)Cc2c(sc3c2c(=O)n(C)c2nnc(SCCc4ccccc4)n32)CO1 (configuration not stated) | 99 | 0 | -9 | 0.9 | -0.2 | 11 | 96 | 3 | -15 | 10
Cc1nn(-c2ccc(F)cc2)c2sc(C(=O)OCC(=O)N3CCC(C)CC3)cc12 | 91 | 10 | 6 | 0.9 | 0.2 | 12 | 94 | -37 | -18 | 12
COC(=O)c1ccc(COc2ccc3c(C)c(C)c(=O)oc3c2)o1 | 111 | -12 | -8 | 0.9 | -0.1 | 23 | 82 | 14 | -2 | 8

Shown as a hit in TLR4 MyD88 comp (from the list above):
compound,STAT1 activator,STAT1 inh,APP 5UTR inh,Hsp70 activator,STAT3 activator,TLR4 MyD88 comp
Cc1cccc(NC2=Nc3ccccc3N3C2=Nc2c(c(C)nn2-c2ccccc2)C3c2ccc(O)c(O)c2)c1 (configuration not stated),101,-1,10,-0.2,107,62*

(cont.)
SMILES | STAT1 activator | STAT1 inh | APP 5UTR inh | Diaph act CS | Hsp70 activator | STAT3 blocker | STAT3 activator | G6PDH counter | TLR4 MyD88 comp | Diaphorase inh
O=C(NCc1ccccc1)NC(O)C(Cl)(Cl)Cl (configuration not stated) | 98 | 2 | -2 | 1 | -0.2 | 3 | 99 | 10 | 5 | 3
CCCC(=O)Nc1sc(Cc2ccccc2)c(C)c1C(N)=O | 97 | 2 | 17 | 0.7 | -0.3 | 5 | 100 | 19 | -14 | 26
CCOC(=O)CNC(=O)C12CC3CC(CC(C3)C1)C2 | 96 | 4 | 3 | 1.1 | 0.1 | -6 | 105 | 2 | 10 | -9
COc1ccc(CCN=c2c([N+](=O)[O-])nn(-c3cccc(C)c3)n2O)cc1OC | 96 | 4 | -19 | 1 | -0.1 | 9 | 93 | 7 | -1 | 3
CN(CC1CCCO1)S(=O)(=O)c1ccc(C(=O)Nc2ccc3c(c2)OCO3)cc1 (configuration not stated) | 91 | 8 | 3 | 0.8 | -0.6 | 8 | 96 | -2 | 11 | 16
COc1ccc(N(C)S(=O)(=O)c2cccc(C(=O)NC3CCCCC3C)c2)cc1 (configuration not stated) | 89 | 12 | 8 | 0.9 | 1.9 | 3 | 105 | -2 | 2 | 6
O=C(CSc1nc(O)c(C2CCCCC2)c(=O)[nH]1)NCC1CCCO1 (configuration not stated) | 103 | -3 | -3 | / | -0.4 | 5 | 100 | / | -6 | /
CC(=O)NCC1CCCN(Cc2cn(-c3ccccc3F)nc2-c2cc(C)sc2C)C1 (configuration not stated) | 90 | 9 | -3 | 0.9 | -0.2 | 8 | 96 | 10 | 1 | 13
COc1ccc(-n2c(Cc3cccn3C)nnc2SCC(=O)Nc2ccc(C(C)=O)cc2)cc1 | 91 | 10 | 19 | 0.9 | 0.1 | 10 | 95 | -4 | 6 | 8
CCOC(=O)C1(Cc2cccc(F)c2)CCN(Cc2ccon2)CC1 | 87 | 12 | -30 | 0.9 | -0.5 | 4 | 102 | 3 | 0 | 14
O=C(Nc1ccon1)c1ccc(N2CCCCC2)c([N+](=O)[O-])c1 | 150* | -58 | -133 | 0.8 | 0.2 | -5 | 110 | -2 | 7 | 24
CC(=O)c1cccc(NC(=O)NCc2ccco2)c1 | 107 | -7 | -11 | 0.8 | -0.1 | 12 | 93 | -12 | 3 | 17
Cc1cc2c(s1)c1cnn(CC(=O)NCCc3ccccc3)c(=O)c1n2C | 99 | 1 | 8 | 0.9 | -0.1 | 5 | 98 | 5 | -10 | 7
Cc1cc(OCCCn2ccnc2)cc(C)c1Cl | 103 | -3 | -10 | 0.9 | -0.4 | 7 | 100 | 2 | -18 | 6
Cc1nnn(C23CC4CC(CC(C4)C2)C3)n1 | 95 | 5 | 7 | 1 | -0.4 | 10 | 93 | 9 | -4 | -3
Cc1n[nH]c(=S)n(NC(=O)/C=C/C(=O)Nn2c(=S)[nH]nc(C)c2=O)c1=O | 100 | -2 | -4 | 0.6 | -0.4 | 14 | 96 | 13 | 0 | 43
O=C(COC(=O)C1(c2ccccc2F)CCCC1)NC1CCS(=O)(=O)C1 (configuration not stated) | 95 | 5 | 15 | 1 | 0.0 | 15 | 92 | -10 | -6 | 4
CCCc1cc(=O)[nH]c(SCC(=O)N2CCN(S(=O)(=O)c3ccccc3)CC2)n1 | 106 | -6 | 0 | 1 | -0.1 | -1 | 101 | -19 | -2 | 3
O=S(=O)(c1ccc(-c2nnc(SCc3nnc(-c4ccccc4)o3)o2)cc1)N1CCCC1 | 92 | 9 | -7 | 0.9 | -0.2 | 2 | 102 | -4 | 4 | 6
